NOD2 RIPK2 PPI – NOD2-RIPK2 binding disruptors in cells, primary screen, fluorescence, CHO cells, BLA complementation; inhibition, % at 4.98 µM; hit rate 0.38% among 360,000; CCF4 ratio; Receptor-interacting serine/threonine-protein kinase 2 (Homo sapiens), O43353; AID 624267, 2012; in the data active = inhibition above about 21%;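 also: 0% = vehicle only and 100% = reference blocker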
TLR9-MyD88 inh – inhibitors of TLR9-MyD88 association in cells, primary screen, cell-based, CHO, BLA complementation, fluorescence; inhibition, % at 4.98 µM; hit rate 0.21% among 340,000; CCF4 FRET ratio; Toll-like receptor 9 (Homo sapiens) + Myeloid differentiation primary response protein …; AID 504734, 2011;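 active = inhibition above the mean over all tested compounds plus 3 SD, cut at about 21% in these data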;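 also: 0% = DMSO only wells and 100% = clavulanate BLA inhibitor control wells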
MC4R antagonist – MC4R antagonists of cAMP signaling, primary screen, cell-based, TR-FRET, antagonist arm of biased-ligand search; hit rate 0.48% among 360,000; inhibition, % at 6.5 µM; MC4R-expressing cells, MTII-stimulated cAMP, LANCE TR-FRET; AID 540295, 2011; Melanocortin receptor 4 (Homo sapiens), P32245;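 active = inhibition above its plate's cutoff, the mean of tested wells on that plate plus 3 SD, cut at about 29% in these data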;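 also: 0% = Melanotan II alone and 100% = Melanotan II plus saturating MCL0020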
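Assay system: U2OS cells stably expressing human melanocortin 4 receptor (MC4R) / Dosing: 6.5 µM / Timing: compound 30 min, challenge 1 h, detection 1 h / Measured by: Eu-cAMP/anti-cAMP TR-FRET, emission 671 nm / Replicates: singlicate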
MC4R ag barr – MC4R agonists recruiting beta-arrestin, primary screen, cell-based, luminescence, agonist arm of biased-ligand search; Melanocortin receptor 4 (Homo sapiens), P32245; U2OS MC4R beta-arrestin complementation; percent of melanotan II response, DMSO zero; activation, % at 8.9 µM; hit rate 0.98% among 360,000;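 active = activation above a per-plate cutoff, the mean activation of sample wells on that plate plus 3 SD, cut at about 8% in these data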
ABHD5-PLIN5 inh – ABHD5-PLIN5 interaction inhibitors, primary screen, cell lysate, split luciferase complementation, luminescence | hit rate 0.78% among 360,000 | Split G. princeps luciferase complementation, 4 h | Perilipin-5 (Homo sapiens) + 1-acylglycerol-3-phosphate O-acyltransferase ABHD5 (Homo … | inhibition, % at 4 µM;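 active = inhibition above the mean inhibition across every tested compound plus 3 SD, cut at about 22% in these data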;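 also: 0% = DMSO only wells and the 100% control is not disclosed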
N-glyco inh – increase of ERlucT glycosylation luciferase signal, primary screen, N-linked glycosylation inhibitor project, D54 ERlucT cells, luminescence, set 2; D54 ERlucT glycosylation luciferase reporter, 24 h; percent of 100 nM tunicamycin response; reporter increase, % at 12.5 µM; hit rate 0.23% among 360,000; AID 588692, 2011;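 active = mean luciferase reporter signal, scaled so untreated is 0 and the glycosylation-blocking control 100, at or above a set limit in every replicate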;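 also: luciferase carries N-glycosylation sites so blocking glycosylation raises the light; 0% = median of neutral control wells and 100% = median of 100 nM tunicamycin wells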
aDG glyco act – activators of alpha-DG glycosylation, primary screen, uHTS, Pro5-aDG cells, AlphaScreen; alpha-DG glycosylation AlphaScreen (IIH6); 0% Pro5, 100% B10-LARGE cell signal; hit rate 0.22% among 360,000; activation, % at 10 µM;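 active = activation of at least 8% versus controls, or a plate z-score of at least 8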;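 also: Pro5 are CHO cells carrying HIG-tagged alpha-DG that lacks glycosylation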
ABCB6 inh MLPCN – ABCB6 transporter inhibitors, primary screen, K562-ABCB6 cells, flow cytometry, MLPCN library. hit rate 0.19% among 360,000. fluorescence ratio to DMSO, % at 10 µM. K562-ABCB6 porphyrin accumulation, 1 h; active compounds read low. ATP-binding cassette sub-family B member 6 (Homo sapiens), Q9NP58;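 active = fluorescence ratio to DMSO below 75%, the collection mean minus 3 SD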;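 also: signal is porphyrin accumulated inside mitochondria; 100% equals median channel fluorescence of DMSO control wells; lower ratio means ABCB6 inhibition with less porphyrin fluorescence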
Target sequence (Q9NP58 whole entry, looked up): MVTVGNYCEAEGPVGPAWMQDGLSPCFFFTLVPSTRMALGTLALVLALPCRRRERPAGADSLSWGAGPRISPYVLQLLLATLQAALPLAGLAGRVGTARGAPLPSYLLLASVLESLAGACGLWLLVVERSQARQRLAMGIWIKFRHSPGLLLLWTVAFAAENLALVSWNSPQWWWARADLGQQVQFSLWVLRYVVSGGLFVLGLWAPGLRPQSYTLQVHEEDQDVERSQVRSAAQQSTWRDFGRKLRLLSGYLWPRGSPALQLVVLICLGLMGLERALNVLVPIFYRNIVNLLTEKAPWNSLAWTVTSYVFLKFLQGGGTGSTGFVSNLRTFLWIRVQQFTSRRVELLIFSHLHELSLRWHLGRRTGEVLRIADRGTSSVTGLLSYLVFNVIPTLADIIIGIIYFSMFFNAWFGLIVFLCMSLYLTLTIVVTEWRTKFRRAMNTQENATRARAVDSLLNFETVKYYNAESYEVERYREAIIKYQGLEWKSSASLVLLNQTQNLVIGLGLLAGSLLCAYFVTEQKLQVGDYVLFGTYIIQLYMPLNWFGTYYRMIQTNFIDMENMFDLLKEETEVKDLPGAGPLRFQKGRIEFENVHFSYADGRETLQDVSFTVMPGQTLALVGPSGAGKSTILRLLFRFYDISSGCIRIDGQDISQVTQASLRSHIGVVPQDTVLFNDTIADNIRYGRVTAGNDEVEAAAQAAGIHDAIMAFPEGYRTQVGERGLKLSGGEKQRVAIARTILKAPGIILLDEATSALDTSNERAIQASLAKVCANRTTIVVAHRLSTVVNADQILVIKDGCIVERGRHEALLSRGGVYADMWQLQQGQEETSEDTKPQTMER
Exocytosis inh – LAMP-1 surface exposure blockers, TALL-104 cells – cell-based, flow cytometry, MLPCN library, primary screen. inhibition, % at 10 µM. TALL-104 LAMP-1 surface exposure; cells stimulated with thapsigargin and PMA. AID 651702, 2012. hit rate 0.66% among 360,000;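 active = inhibition above about 55%, limit read from the data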
Vif imaging – HIV Vif self-association inhibitors, primary screen, imaging, HEK293T, single point; hit rate 0.35% among 340,000; HEK293T cells, Vif self-association by quenched fluorescence, 24 h; inhibition, % at 7.49 µM; AID 602346, 2012; in the data active = inhibition above about 50%, passing the limit was not always enough; also: some results filed as inactive read as strong as hits
An asterisk follows results filed as active; i = inactive; nt = no result given.

SMILES	NOD2 RIPK2 PPI	TLR9-MyD88 inh	MC4R antagonist	MC4R ag barr	ABHD5-PLIN5 inh	N-glyco inh	aDG glyco act	ABCB6 inh MLPCN	Exocytosis inh	Vif imaging
COc1ccc(N2CCN(C(=S)Nc3ccc(C)cc3)CC2)cc1	-14	5	6	-1.7	-4	-1	0.0	98	14	0
CCOCCCn1cnc2c([nH]c3cc(OC)ccc32)c1=O	3	5	1	-2.2	7	2	0.1	102	-1	2
COC(=O)c1cccc(NC(=O)CSc2nc(=O)cc(N)n2-c2ccccc2)c1	-11	-5	-2	-1.6	3	3	0.2	99	2	2
CCOC(=O)Cn1nnnc1C(CC)N(Cc1cc2ccc(C)cc2[nH]c1=O)C1CCCC1 (configuration not stated)	-3	-4	3	-1.0	-2	-1	0.0	103	-3	0
Cc1ccc(OCc2ccc(C(=O)Nc3nc4ccccc4n3C)o2)c([N+](=O)[O-])c1	3	3	-8	5.4	-7	3	-0.3	92	-1	24
O=C(COc1ccc(Cl)cc1)NCc1nnc(SCC(=O)NCC2CCCO2)o1 (configuration not stated)	-16	-12	13	-0.2	-1	0	0.3	100	-13	-24
Cn1cc(CNC(=O)C2c3ccccc3Oc3ccccc32)cn1	0	-3	0	-1.4	-4	1	1.1	103	4	0
Cc1ccc(NC(=S)N2CCN(C(=O)c3ccccc3)CC2)c(C)c1	1	-5	8	-2.5	-4	2	0.2	100	0	2
CC[C@]12c3[nH]c4ccc(OC)cc4c3CCN1C(=O)C(CC(=O)NCCc1ccccn1)C[C@@H]2C(=O)N1CCN(C(=O)C2CC2)CC1 (some centres not stated)	-3	-4	5	-0.4	11	1	-0.1	106	-4	-4
CC1Cc2ccccc2N1C(=O)CCS(=O)(=O)c1ccc2c(c1)NC(=O)CS2 (configuration not stated)	-7	-4	6	-0.9	-4	-4	0.1	177	-1	19
O=c1oc(-c2cc3ccccc3o2)nc2sc3c(c12)CCCC3	-1	-13	21	1.3	-3	-3	0.2	102	1	nt
COc1cc(/C=N/NC(=O)c2cccnc2)ccc1OCC(=O)Nc1c(C)cc(C)cc1C	2	-2	2	-1.8	-6	0	0.1	98	4	-6
C/C(=N\NC(=O)c1cccnc1)c1ccc(C)c([N+](=O)[O-])c1	10	-4	14	-1.5	1	4	-0.1	103	-2	nt
O=C(CC1C(=O)NCCN1Cc1ccccn1)NCCc1ccccc1F (configuration not stated)	3	-4	17	1.7	-2	-2	-0.2	103	3	9
O=C(NCc1ccccc1CN1CCCC1)c1cc2ccccc2o1	1	-9	6	-0.3	17	-5	-0.2	103	12	0
CN(CCO)S(=O)(=O)c1ccc2c(c1)C(=NNC(N)=O)c1cc(S(=O)(=O)N(C)CCO)ccc1-2	-19	-6	-16	1.6	11	1	-0.2	95	1	0
O=C1c2ccccc2C(=O)N1CC(=O)N1c2ccccc2CCc2ccccc21	-34	0	1	-2.0	0	0	-0.4	94	-2	5
COc1ccc(OC)c(/C=N/NC(=O)c2cc(-c3ccc(C)o3)nc3ccccc23)c1	5	4	9	-1.7	-1	-2	-0.1	87	1	11
CCOc1ccc(/C=C2\CCCc3c2nc2ccccc2c3C(=O)O)cc1OC	3	7	3	-0.3	-14	0	-0.3	120	17	i
O=C(Nc1ccc(Br)cn1)c1cccc(-c2cc3ccccc3oc2=O)c1	-2	-11	-2	5.5	7	2	-0.3	94	-1	-4
O=C(NNC1=C(C(=O)C(F)(F)F)CCC1)c1cccnc1	5	4	-6	1.5	0	4	0.0	102	0	4
C/C(=N\Nc1ccc(S(=O)(=O)N2CCOCC2)cc1[N+](=O)[O-])C(C)C	7	0	5	-3.8	4	2	-0.4	95	-2	0
O=C(NC1CC2CCCC(C1)N2Cc1ccco1)NC12CC3CC(CC(C3)C1)C2 (configuration not stated)	-8	0	0	-1.5	2	-3	0.0	99	5	-1
O=C(CN1CCN(c2ccccc2)CC1)Nc1cccc([N+](=O)[O-])c1	7	-5	-7	4.3	4	-1	0.4	101	0	nt
CC(C)(C)CNC(=O)c1cccc2c1C(=O)c1ccc(-c3cc4ccccc4o3)cc1S2(=O)=O	-12	5	7	-1.0	-5	-3	-0.3	89	11	-1

More structures follow:
SMILES	NOD2 RIPK2 PPI	TLR9-MyD88 inh	MC4R antagonist	MC4R ag barr	ABHD5-PLIN5 inh	N-glyco inh	aDG glyco act	ABCB6 inh MLPCN	Exocytosis inh	Vif imaging
C/C(=N\NC(=O)CC1N=C(Cc2ccccc2)NNC1=O)c1ccc(C)cc1 (configuration not stated)	-6	-5	-2	1.1	8	7	-0.2	110	-2	nt
O=C(O)c1cccc(NC(=S)N/N=C/c2ccccn2)c1	4	-6	-3	-2.6	-5	-4	-0.4	114	-11	1
Cn1ccc(NC(=O)Nc2ccc(Cl)cc2)n1	-4	-5	5	0.1	-3	2	-0.3	98	-12	-8
CCCCn1nnnc1C(c1ccccc1)N1CCc2ccccc2C1 (configuration not stated)	3	nt	nt	nt	5	nt	1.0	99	-2	nt
CCOC(=O)c1sc(NC(=O)CSc2nc3c(c(-c4ccc(OC)cc4)c2C#N)CCCC3)c(C#N)c1C	-7	4	8	-0.9	5	0	-0.2	92	4	nt
O=C(CSc1ccc(Br)cc1)NC1CCS(=O)(=O)C1 (configuration not stated)	-3	4	-6	0.3	8	5	0.1	95	-6	nt
O=C(Nc1nnc(COc2ccc(Cl)cc2)s1)C1CCCO1 (configuration not stated)	-2	4	5	-1.9	1	1	0.1	100	0	-10
COc1ccc(COc2ccsc2C(=O)Nc2ccc(Cl)c(Cl)c2)cc1	6	-5	-6	12*	-4	1	-0.1	103	3	3
COc1n[nH]c2nncnc12	-11	4	3	-0.8	0	1	-0.3	nt	1	6
CCOc1ccc(NC(=O)CN(C)C(=O)C2COc3ccccc3O2)cc1OCC (configuration not stated)	-10	6	2	-1.6	4	2	0.7	102	4	9
Cc1ccc(Nc2nc(CSc3nnc(-c4ccncc4)n3C)cs2)cc1	-13	-9	-2	1.7	7	-8	0.2	98	0	-24
CCN(CC)S(=O)(=O)c1cccc(-c2n[nH]c(=S)n2C)c1	-2	9	-9	3.4	9	0	-0.2	101	1	-3
O=[N+]([O-])c1ccc(Nc2ccc3ccccc3c2)nc1	37*	24*	6	1.6	4	-3	0.0	99	1	-10
COc1ccc2cc3c(N)nn(C(=O)Cc4ccccc4OC)c3nc2c1	-2	1	0	-0.3	3	-8	-0.2	99	-6	-9
C/C(=N/NC(=O)c1ccc2c(c1)OCO2)c1cccc(NC(=O)C(C)(C)C)c1	3	2	-2	-0.3	-3	-1	-0.1	99	-2	nt
COc1ccc(S(=O)(=O)N(C)C[C@@H]2OCc3cn(nn3)CCCC(=O)N([C@@H](C)CO)C[C@H]2C)cc1	-6	2	11	2.3	-9	0	0.4	94	2	-1
C#Cc1ccc(NC(=O)C2(C)CCN2C(=O)C/C=C/c2ccccc2)cc1 (configuration not stated)	2	nt	14	0.3	-4	0	0.3	102	-4	1
COc1ccc(N2CCN(C(c3cccs3)C(C)NC(=O)C(=O)N3CCCC3)CC2)cc1 (configuration not stated)	-8	-4	14	-2.1	0	1	0.3	104	-1	-2
CCOC(=O)c1cccc(S(=O)(=O)N2CCOCC2)c1	-5	-14	-9	2.6	5	0	1.1	100	-3	-13
COc1cc2c(cc1OC)CN(C(C)C(=O)Nc1ccc(NC(C)=O)cc1)CC2 (configuration not stated)	-6	-6	3	0.6	9	-1	0.0	94	1	-10
Cc1nn(CC(=O)OCC(=O)NC(C)c2ccccc2)c(C)c1[N+](=O)[O-] (configuration not stated)	-11	9	0	5.2	7	2	0.1	99	13	-1
CC(CCN1CCC(CN2C(=S)NCC2Cc2ccccc2)CC1)c1ccccc1 (configuration not stated)	9	-17	5	-0.8	3	0	0.0	95	-3	nt
CC(C)[C@H]1COCCS(=O)(=O)N1Cc1ccccc1	-2	-3	9	1.3	5	1	-0.1	105	-3	nt
CC(C)(C)c1[nH]nc2c1C(c1ccncc1)C(C#N)=C(N)O2 (configuration not stated)	0	0	9	-1.5	0	3	-0.2	100	1	2

Whole records as entered above. Screens in order: NOD2 RIPK2 PPI, TLR9-MyD88 inh, MC4R antagonist, MC4R ag barr, ABHD5-PLIN5 inh, N-glyco inh, aDG glyco act, ABCB6 inh MLPCN, Exocytosis inh, Vif imaging
CCOc1ccc(NC(=O)CN(C)C(=O)C2COc3ccccc3O2)cc1OCC (configuration not stated) in the list: -10, 6, 2, -1.6, 4, 2, 0.7, 102, 4, 9
O=C(O)c1cccc(NC(=S)N/N=C/c2ccccn2)c1 in the list: 4, -6, -3, -2.6, -5, -4, -0.4, 114, -11, 1
CC(C)[C@H]1COCCS(=O)(=O)N1Cc1ccccc1 in the list: -2, -3, 9, 1.3, 5, 1, -0.1, 105, -3, nt
C/C(=N/NC(=O)c1ccc2c(c1)OCO2)c1cccc(NC(=O)C(C)(C)C)c1 in the list: 3, 2, -2, -0.3, -3, -1, -0.1, 99, -2, nt

Shown with two lines to a compound: four of the compounds above
Second line of a record: NOD2 RIPK2 PPI | TLR9-MyD88 inh | MC4R antagonist | MC4R ag barr | ABHD5-PLIN5 inh | N-glyco inh | aDG glyco act | ABCB6 inh MLPCN | Exocytosis inh | Vif imaging
CCOC(=O)c1cccc(S(=O)(=O)N2CCOCC2)c1
    -5 | -14 | -9 | 2.6 | 5 | 0 | 1.1 | 100 | -3 | -13
CC(CCN1CCC(CN2C(=S)NCC2Cc2ccccc2)CC1)c1ccccc1 (configuration not stated)
    9 | -17 | 5 | -0.8 | 3 | 0 | 0.0 | 95 | -3 | nt
Cc1ccc(Nc2nc(CSc3nnc(-c4ccncc4)n3C)cs2)cc1
    -13 | -9 | -2 | 1.7 | 7 | -8 | 0.2 | 98 | 0 | -24
Cn1ccc(NC(=O)Nc2ccc(Cl)cc2)n1
    -4 | -5 | 5 | 0.1 | -3 | 2 | -0.3 | 98 | -12 | -8

Assay outcomes: PubChem, several laboratories

Some of the compounds tested; count on the stated rates, not on these rows.
